Assay outcomes (PubChem)
SKN-1 block – blocks SKN-1 activity in C. elegans. 360,000 compounds, 0.49% hits. C. elegans VP596 Pgst-4::GFP/RFP ratio, acrylamide-induced, 24 h. AID 624304. inhibition, % at 21.8 µM;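 active = interference check ratio from 0.5 to 1.5 plus GFP to RFP signal ratio inhibition reaching or exceeding a fixed threshold, cut at about 30% in these data, passing the limit was not always enough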; note: some compounds called inactive have numbers as strong as hits
Rin1 Abl inh – blocks binding of human Rin1 to Abl. TR-FRET Rin1/Abl binding, biochemical. 360,000 compounds, 0.4% hits. AID 588664. P00519+Q13671. inhibition, % at 7.35 µM; in the data active = inhibition above about 5%, passing the limit was not always enough
Neddylation inh – blocks human cullin neddylation; P61081+Q13564; TR-FRET cullin neddylation, biochemical; 360,000 compounds, 0.58% hits; AID 651699; calls only at 25 µM; in the data active = inhibition above about 36%
NadD block – blocks S. aureus nicotinate mononucleotide adenylyltransferase. 360,000 compounds, 0.78% hits. inhibition, % at 20 µM. purified NadD enzyme, colorimetric absorbance read-out; in the data active = inhibition above about 26%; note: some compounds past the cut are filed as inactive
MT1-MMP act inh – MT1-MMP (human) activation inhibition; P50281; HT1080 RFP-PRO-GFP cells, GFP/RFP ratio fluorescence, overnight; percent of plate control window, DMSO zero; GFP/RFP ratio change, % at 20 µM; 360,000 compounds, 0.061% hits;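 active = GFP/RFP ratio change of at least 30% with cell ATP level not reduced by more than half and red fluorescence within 50% of control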; note: strong numbers were not always called active
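Material – HT1080 RFP-PRO-GFP cells · Control set – DMSO wells and RFP-L50D-GFP cells · Incubation – overnight cell settling, then overnight compound exposure, 37 °C, 5% CO2 · Compound dosing – single-point 20 µM compound, 1% DMSO · Read-out – GFP/RFP fluorescence ratio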
Rpn11 block – blocks the human proteasome subunit Rpn11; O00487; human 26S proteasome, Ub4-pepOG fluorescence polarization; 20S core pre-blocked with epoxomicin; calls only at 20 µM; 360,000 compounds, 0.59% hits;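 active = inhibition at 20 µM, scaled to each plate's controls, above about 33%, limit read from the data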
Target sequence (O00487 whole entry, looked up): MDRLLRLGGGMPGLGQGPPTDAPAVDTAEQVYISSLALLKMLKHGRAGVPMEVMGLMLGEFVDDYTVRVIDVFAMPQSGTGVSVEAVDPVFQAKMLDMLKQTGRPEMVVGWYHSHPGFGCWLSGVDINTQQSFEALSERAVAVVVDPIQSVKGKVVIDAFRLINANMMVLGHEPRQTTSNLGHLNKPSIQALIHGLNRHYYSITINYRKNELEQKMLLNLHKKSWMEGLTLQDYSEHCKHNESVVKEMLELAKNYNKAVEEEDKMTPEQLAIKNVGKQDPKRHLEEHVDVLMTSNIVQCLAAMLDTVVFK
FAS TE block – blocks the thioesterase domain of human fatty acid synthase; recombinant FAS-TE, OMFH fluorogenic substrate, fluorescence endpoint; inhibition, % at 15 µM; 360,000 compounds, 0.67% hits; AID 602261;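 active = compounds whose normalised, plate-corrected inhibition of enzyme fluorescence in the single-dose primary screen is 50% or more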;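 note: 0% = DMSO with enzyme and 100% = substrate without enzyme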
CSN inh – CSN deneddylation inhibition | Purified CSN, SCF-Nedd8-OG deneddylation, fluorescence polarization | AID 651999 | inhibition, % at 12.5 µM | 360,000 compounds, 0.38% hits;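 active = pattern-corrected inhibition above about 35%, with an unprinted fluorescence ratio check between 0.5 and 1.5, limit read from the data, passing the limit was not always enough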;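 note: 0% = enzyme with substrate and 100% = substrate without enzyme; some results filed as inactive read as strong as hits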
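Assay system: purified human Csn5 enzyme expressed in HEK293T cells; measure: % inhibition; also added: SCFSkp2-Nedd8OG substrate at 10 nM final; technique: fluorescence polarization; times: reaction 90 min, room temperature; medium: Tris buffer pH 7.5, NaCl, DTT, Tween-20, trehalose, ovalbumin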
PABP1 MLLE inh – inhibitors of microRNA-mediated deadenylation, human PABP1 MLLE binding | GST-MLLE / FITC-PAM2 fluorescence polarization | P11940 | 360,000 compounds, 0.36% hits | inhibition, % at 20 µM; in the data active = inhibition above about 35%, passing the limit was not always enough;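 note: plate controls were DMSO wells with GST-MLLE for no effect and wells lacking GST-MLLE protein for full effect; some results filed as inactive read as strong as hits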
Target sequence (P11940 whole entry, looked up): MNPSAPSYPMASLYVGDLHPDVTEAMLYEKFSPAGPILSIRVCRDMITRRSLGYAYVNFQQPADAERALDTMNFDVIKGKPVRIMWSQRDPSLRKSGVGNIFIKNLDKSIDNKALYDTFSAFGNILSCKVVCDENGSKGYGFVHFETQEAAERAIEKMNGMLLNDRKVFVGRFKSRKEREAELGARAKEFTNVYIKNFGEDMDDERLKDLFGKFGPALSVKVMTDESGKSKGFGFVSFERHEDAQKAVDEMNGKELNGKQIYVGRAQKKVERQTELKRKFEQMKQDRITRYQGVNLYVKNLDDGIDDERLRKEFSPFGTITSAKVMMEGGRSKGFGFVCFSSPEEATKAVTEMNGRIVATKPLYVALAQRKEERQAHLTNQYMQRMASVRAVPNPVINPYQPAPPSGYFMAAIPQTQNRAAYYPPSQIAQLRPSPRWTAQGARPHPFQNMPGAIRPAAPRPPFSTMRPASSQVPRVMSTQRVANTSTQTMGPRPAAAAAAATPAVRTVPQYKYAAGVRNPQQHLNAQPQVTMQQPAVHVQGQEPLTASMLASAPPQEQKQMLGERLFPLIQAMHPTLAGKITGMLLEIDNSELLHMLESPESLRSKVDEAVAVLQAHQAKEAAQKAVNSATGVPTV
* marks the source's active call; other numbers are inactive results; i = inactive; . = no result given; + = active, no number.

(1) COC(=O)c1ccc(NC(=O)CN2C(=O)CC(C)S(=O)(=O)c3ccccc32)cc1 (stereo unspecified)
(2) Cc1cc2oc(=O)cc(C)c2c(=O)o1
(3) N#Cc1ccc(OCC(=O)NCCCn2ccnc2)cc1
(4) O=C(Nc1ccc(Cl)cn1)c1cccc(OCc2ccccc2)c1
(5) Cc1ccccc1OCc1n[nH]c(=S)n1-c1ccccc1
Screen / compound no.,1,2,3,4,5
SKN-1 block,6,-5,-2,11,4
Rin1 Abl inh,8,-3,1,1,4
Neddylation inh,i,i,i,i,i
NadD block,2,-6,1,-3,1
MT1-MMP act inh,-1,-1,5,0,0
Rpn11 block,i,i,i,i,i
FAS TE block,-1,1,-10,27,-8
CSN inh,-4,6,-2,-4,2
PABP1 MLLE inh,0,6,16,-8,-6

(6) O=C(C[n+]1ccccc1)N/N=C/c1ccc(Cl)c(Cl)c1
(7) Cc1ccc(NC(=O)CSc2nc3c(c(=O)n(C)c(=O)n3C)n2C)cc1
(8) CS(=O)(=O)c1ccc(C(=O)Nc2ccc(N3CCCC3)cc2)c(Cl)c1
(9) CCOc1ccccc1OCC(=O)OCC(=O)NNC(=O)c1ccc([N+](=O)[O-])cc1
(10) CC(Sc1nncn1C)C(=O)Nc1cc(C(F)(F)F)ccc1N1CCOCC1 (stereo unspecified)
Screen / compound no.,6,7,8,9,10
SKN-1 block,11,10,6,5,-2
Rin1 Abl inh,0,6.8*,0,-4,5
Neddylation inh,i,i,i,i,i
NadD block,-7,-7,7,-3,-1
MT1-MMP act inh,-3,1,3,-1,0
Rpn11 block,i,i,i,i,i
FAS TE block,-3,0,-4,-4,5
CSN inh,0,1,-4,15,3
PABP1 MLLE inh,1,1,0,-10,3

(11) O=C(c1ccc2c3c(cccc13)CC2)C1CCCN(Cc2cccnc2)C1 (stereo unspecified)
(12) CCCOC(=O)c1ccc2c(c1)C(=O)N(c1ccccc1)C2=O
(13) Nc1nnc(SCC(=O)c2ccccc2)s1
(14) C(=C\c1ccco1)/C=N/n1cnnc1
(15) CCc1ccc(CNC(=O)CCc2nnc(Cc3cccc(C(F)(F)F)c3)o2)nc1
Screen / compound no.,11,12,13,14,15
SKN-1 block,-9,7,-7,0,-2
Rin1 Abl inh,-5,1,0,-2,0
Neddylation inh,i,i,i,i,i
NadD block,-2,4,7,-2,-1
MT1-MMP act inh,1,5,0,-2,3
Rpn11 block,+,i,i,i,i
FAS TE block,4,-4,-4,-13,-8
CSN inh,-1,1,0,-1,3
PABP1 MLLE inh,-2,-5,23,-1,-1

(16) CCc1c(C)nc(SCC(=O)c2ccc(C)c(C)c2)[nH]c1=O
(17) Cc1ccc(CNc2nc(-c3cccnc3)nc3ccccc23)cc1
(18) O=C(C1CCCCN1S(=O)(=O)c1ccccc1[N+](=O)[O-])N1CCOCC1 (stereo unspecified)
(19) Cc1ccc2oc(-c3cccc(N)c3)nc2c1
(20) COc1cc(/C=N/NC(=S)NCCN2CCOCC2)cc(OC)c1OC
Screen / compound no.,16,17,18,19,20
SKN-1 block,9,8,-7,3,12
Rin1 Abl inh,-2,-1,3,0,-3
Neddylation inh,i,i,i,.,i
NadD block,6,1,0,-6,2
MT1-MMP act inh,7,2,0,1,2
Rpn11 block,i,i,i,i,i
FAS TE block,-8,20,-5,-1,-3
CSN inh,-2,7,5,8,-2
PABP1 MLLE inh,14,-17,12,-11,-56

(21) O=C(NC1CCCC1)c1ncn[nH]1
(22) CC12CCC(C/C1=N/OC(=O)c1cccc([N+](=O)[O-])c1)C2(C)C (stereo unspecified)
(23) Cc1ccc(C(O)(C(=O)NNS(=O)(=O)c2ccc(C)cc2)c2ccc(C)cc2)cc1
(24) COc1ccc(/C=C/C(=O)c2ccc3c(c2)OCO3)c(OC)c1
(25) CC(C)(CO)CNC(=O)CCc1nnc(C2(c3ccc(Cl)cc3)CCC2)o1
Screen / compound no.,21,22,23,24,25
SKN-1 block,-1,1,4,2,9
Rin1 Abl inh,-3,5,-1,1,0
Neddylation inh,i,i,i,i,i
NadD block,1,-4,5,-5,1
MT1-MMP act inh,6,2,-7,-8,-1
Rpn11 block,i,i,i,i,i
FAS TE block,-9,13,8,5,-3
CSN inh,0,5,-5,7,4
PABP1 MLLE inh,0,27,6,-10,10

(26) O=C(CSc1nnc(-c2ccccc2)o1)NC1CCS(=O)(=O)C1 (stereo unspecified)
(27) O=C(O)C1C2CCC(O2)C1C(=O)Nc1cnn(Cc2ccccc2)c1 (stereo unspecified)
(28) COCCCNC(=O)c1ccc2c(c1)ncn2-c1ccc(C)cc1C
(29) O=C(OCCN1CCCCC1)c1cc2ccccc2o1
(30) CC(=O)c1cccc(OCc2cc(C(=O)N3C[C@H]4CC[C@H]3C4)no2)c1
Screen / compound no.,26,27,28,29,30
SKN-1 block,6,-3,10,9,18
Rin1 Abl inh,-4,0,0,-2,4
Neddylation inh,i,i,i,i,i
NadD block,2,-6,-3,-3,-14
MT1-MMP act inh,6,4,1,-1,2
Rpn11 block,i,i,i,i,i
FAS TE block,-6,-11,-9,-4,0
CSN inh,4,-9,-4,3,4
PABP1 MLLE inh,5,19,-7,-1,-8

(31) NS(=O)(=O)c1cccc(C(=O)N2CCCc3ccccc32)c1
(32) CC(C)c1ccc(CN(C(=O)c2cc3ccccc3oc2=O)C2CCS(=O)(=O)C2)cc1 (stereo unspecified)
(33) CCCCCCCCNS(=O)(=O)CCNCc1ccco1
(34) O=C(CSc1n[nH]c(=O)n1C1CC1)NCc1ccccc1
(35) O=C(COc1cccc(OC(F)F)c1)Nc1ccc(SC(F)F)cc1
Screen / compound no.,31,32,33,34,35
SKN-1 block,6,9,6,4,-6
Rin1 Abl inh,-3,-1,-2,0,-4
Neddylation inh,i,i,i,i,i
NadD block,8,-7,-11,3,-11
MT1-MMP act inh,5,2,0,4,3
Rpn11 block,i,i,i,i,i
FAS TE block,-6,15,-1,-5,29
CSN inh,1,1,-1,3,4
PABP1 MLLE inh,-8,0,4,1,-13

(36) O=C(Nn1c(O)c(C=C2N=c3ccccc3=N2)sc1=S)c1ccccc1
(37) COc1ccc(C(N)=S)cc1
(38) COc1ccccc1C(=O)Nc1cccc(NC(C)=O)c1
(39) C=CCn1c(SCC(=O)Nc2nnc(C)s2)nnc1C1CC1
(40) O=S(=O)(c1cnc[nH]1)N1CCN(c2ccc(Cl)cc2)CC1
Screen / compound no.,36,37,38,39,40
SKN-1 block,1,4,4,5,4
Rin1 Abl inh,1,-1,-1,1,-5
Neddylation inh,i,i,i,i,i
NadD block,-2,-5,1,-6,0
MT1-MMP act inh,12,5,-2,2,-2
Rpn11 block,i,i,i,i,i
FAS TE block,-6,-9,-10,-4,-24
CSN inh,3,-5,-6,23,-2
PABP1 MLLE inh,3,34,-10,12,-4

(41) CC(O)c1nc2ccccc2n1CC(=O)Nc1ccc2c(c1)OCCO2 (stereo unspecified)
(42) COc1ccc(C2CC(C(F)(F)F)n3ncc(C(=O)NCc4cccnc4)c3N2)cc1OC (stereo unspecified)
(43) Cc1n(C)c2cc(Cl)ccc2[n+]1Cc1ccccc1
(44) CCCN1CCN(C(=O)C2CCN(S(=O)(=O)c3ccc4c(c3)NC(=O)C(C)S4)CC2)CC1 (stereo unspecified)
(45) CC(=O)Nc1cccc(NC(=O)Nc2cccc3ccccc23)c1
Screen / compound no.,41,42,43,44,45
SKN-1 block,0,-17,-2,21,12
Rin1 Abl inh,0,0,1,3,-3
Neddylation inh,i,i,i,i,i
NadD block,-3,0,14,-1,-8
MT1-MMP act inh,1,0,0,-10,1
Rpn11 block,i,i,i,+,i
FAS TE block,-9,-2,-7,-18,-4
CSN inh,-3,-2,-13,15,-2
PABP1 MLLE inh,5,-4,-118,-42,3

(46) COc1cc(/C=N/NC(=O)c2ccncc2)ccc1OCC(=O)Nc1cccc([N+](=O)[O-])c1
(47) COc1ccc(CCn2c(O)cc3nn(-c4nc5ccccc5s4)c(=O)c-3c2C)cc1
(48) COc1ccc([C@H]2C[C@@H](n3cc(-c4ccc(F)cc4)nn3)[C@H](O)CN2C(=O)C2CCCCC2)cc1
(49) O=C(O)CCCn1c(=O)[nH]c2ccccc2c1=O
(50) COc1ccc(C(=O)Nc2c(O)ccc3ccccc23)cc1
Screen / compound no.,46,47,48,49,50
SKN-1 block,-12,10,6,-4,11
Rin1 Abl inh,0,-3,1,4,-1
Neddylation inh,i,+,i,i,i
NadD block,0,73*,-5,-3,10
MT1-MMP act inh,.,-3,-2,2,13
Rpn11 block,i,+,i,i,i
FAS TE block,-1,6,-5,-3,-5
CSN inh,13,62,-4,1,0
PABP1 MLLE inh,-13,-57,10,9,-9

(51) CCOC(=O)N1CCC(Nc2c(N3CCN(c4cc(Cl)ccc4C)CC3)c(=O)c2=O)CC1
(52) CN(CC(=O)N1CCN(c2ccccn2)CC1)S(=O)(=O)c1cccc2nsnc12
(53) CCOC(=O)C1=C(C)NC(C)=C(C(=O)OCC)C1c1ccc(OC)c(OC)c1
(54) CN(Cc1ccc(F)cc1Cl)S(=O)(=O)c1cccs1
(55) Cc1ccc(OCc2cc(C(=O)NC(C)Cc3cccnc3)no2)cc1C (stereo unspecified)
Screen / compound no.,51,52,53,54,55
SKN-1 block,8,3,4,11,10
Rin1 Abl inh,1,2,-4,-1,2
Neddylation inh,i,i,.,i,i
NadD block,6,1,-5,-6,4
MT1-MMP act inh,-1,3,2,-2,-3
Rpn11 block,i,i,i,i,i
FAS TE block,3,-8,-3,20,-9
CSN inh,-4,4,2,1,2
PABP1 MLLE inh,3,-11,4,-22,6

(56) O=C1CCCN1CCCNc1ccc(S(=O)(=O)N2CCCCC2)cn1
(57) CC(C(=O)Nc1ccc(N2CCOCC2)cc1)N1C(=O)c2ccccc2C1=O (stereo unspecified)
(58) COc1ccc(S(=O)(=O)N2CCC(NC(=O)N3CCOCC3)CC2)cc1
(59) CCc1cc(C(=O)N/N=C/c2ccc(O)cc2)c2ccccc2n1
(60) O=C(NCc1cccc(CNC(=O)c2ccco2)c1)c1ccco1
Screen / compound no.,56,57,58,59,60
SKN-1 block,16,9,3,-13,8
Rin1 Abl inh,1,-5,-1,2,-6
Neddylation inh,i,i,i,i,i
NadD block,3,1,-7,0,1
MT1-MMP act inh,5,9,0,0,0
Rpn11 block,i,i,i,i,i
FAS TE block,-6,-8,-3,-7,-6
CSN inh,3,1,13,2,1
PABP1 MLLE inh,2,-9,7,9,15

(61) CC(=O)c1ccc(Cc2cnc(N)s2)cc1
(62) CCOc1ccc(C2C3=C(CCCC3=O)Nc3nc(C(F)(F)F)nn32)cc1OC (stereo unspecified)
(63) Clc1ccc(C=Cc2ccccn2)c(Cl)c1
(64) N#Cc1sc2nc(-c3ccccc3)cc(-c3ccco3)c2c1N
Screen / compound no.,61,62,63,64
SKN-1 block,-24,-7,85*,27
Rin1 Abl inh,1,-2,1,-2
Neddylation inh,i,i,i,i
NadD block,0,2,1,32*
MT1-MMP act inh,0,1,-4,-1
Rpn11 block,i,i,i,i
FAS TE block,-4,-6,17,17
CSN inh,3,4,-3,40*
PABP1 MLLE inh,-17,0,-12,0

Hits appear at their usual frequency. About 3.9% of those tested had a hit in this group.
